AmpC inh det = Promiscuous and Specific Inhibitors of AmpC Beta-Lactamase (assay with detergent); Potency, µM (series often up to 28.7 µM), for inactives: at the highest dose activity change, negative = inhibition; purified AmpC, nitrocefin hydrolysis with detergent; 71,000 compounds, 0.09% hits; P00811; AID 584, 2007; active = well fitted curve in the direction sought with a large enough effect
Target sequence (P00811 whole entry, looked up): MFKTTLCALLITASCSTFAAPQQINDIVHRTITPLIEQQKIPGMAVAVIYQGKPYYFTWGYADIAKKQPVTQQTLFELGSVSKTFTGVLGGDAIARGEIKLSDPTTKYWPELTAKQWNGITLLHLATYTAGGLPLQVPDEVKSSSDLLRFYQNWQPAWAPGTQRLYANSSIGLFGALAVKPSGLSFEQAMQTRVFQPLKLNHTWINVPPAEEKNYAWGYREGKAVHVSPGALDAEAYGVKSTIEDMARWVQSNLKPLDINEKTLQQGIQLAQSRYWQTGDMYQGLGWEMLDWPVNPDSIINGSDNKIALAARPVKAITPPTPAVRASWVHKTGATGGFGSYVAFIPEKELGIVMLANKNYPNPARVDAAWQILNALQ
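E. coli AmpC (5.3 nM) in 20 mM phosphate pH 7.0 with 0.01% Triton X-100, preincubated 15 min RT with compound; nitrocefin (2 uL of 800 uM stock) hydrolysis followed by 480 nm absorbance every 20 s over 4 min.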
Starred values were filed as active, the others as inactive; [ ] = remark or other dose. % is scaled to controls: 0 for no effect and ±100 for the full control effect; potency is read from the fitted curve at half-maximal effect. Some of the compounds tested; the hit share may differ from the screen's.

SMILES	AmpC inh det
CC1=C(C(N)=O)C(c2ccccc2)n2nc(-c3cccc(C)c3)nc2N1 (configuration not stated)	9%
Cc1ccc(-n2nc(C(=O)NCc3ccco3)c3c4ccccc4n(C)c3c2=O)cc1	6%
CSc1nnc(Cn2c(=O)sc3ccccc32)n1-c1ccccc1	5%
CN1C(=S)SC(N(O)C(=O)NC2CCCCC2)C1(C)C (configuration not stated)	1%
CC(C)CC(=O)N1CCN(C(=O)CCC2CCCC2)CC1	8%
CN[C@@H](C)[C@H]1CC[C@@H](N)[C@@H](O[C@@H]2[C@@H](O)[C@@H](O[C@H]3OC[C@@](C)(O)[C@@H](NC)[C@@H]3O)[C@H](N)C[C@@H]2N)O1 (tested in a mixture with another compound)	-1%[12.8 µM]
CN(C)CCNc1nc2c(c(=O)[nH]c(=O)n2C)n1CCCc1ccccc1	15%
C=CCn1c(Cc2cccs2)nnc1SCC(=O)c1cccc(Br)c1	1%
COc1cc(S(=O)(=O)NC2CCCCC2C)ccc1Cl (configuration not stated)	-6%
CN(Cc1nc2ccccc2n1C)S(=O)(=O)c1ccc(F)cc1	-1%
c1ccc(-n2nnnc2-n2cnc3ccccc32)cc1	4%
CC1CCCC(C)N1S(=O)(=O)c1ccc(NC(=O)c2ccccc2C(=O)N2CCOCC2)cc1 (configuration not stated)	-2%
CCNc1ccc(C(=O)OCC)cc1NC(=O)c1cccc(S(=O)(=O)N2CCOCC2)c1	-5%
CCOc1ncccc1C(=O)OCC(=O)Nc1cc(C(=O)OC)ccc1C(=O)OC	-9%
COc1ccc([C@@H](Nc2ncccn2)c2cc3c(cc2O)OCO3)cc1	-1%[5.75 µM]
c1ccc(-c2nc(N3CCCCCC3)c3ccccc3n2)nc1	2%
COC(=O)c1ccccc1NC1c2ccccc2C(=O)N1c1cccnc1 (configuration not stated)	8%
COc1cccc(NC(=O)c2ccc3c(c2)N(CC(=O)N2CCCCC2)C(=O)C(C)(C)O3)c1	-6%
N#Cc1cccc(-c2nc(NCc3ccccc3)c3ccccc3n2)c1	11%
Cc1cc(OCC(=O)NCCN2CCOCC2)cc(C)c1Br	-2%
CCCCn1c(SCc2c(C)noc2C)nc2cc(S(N)(=O)=O)ccc21	13%
COc1ccccc1N(C(C)=O)C1SC(=O)N(c2ccccc2)C1=O (configuration not stated)	-2%
CCC(C)N(C(=O)COC(=O)c1cn(CC)c2nc(C)ccc2c1=O)C1CCS(=O)(=O)C1 (configuration not stated)	-3%
CCC/C=C(\CCC)C(NS(=O)(=O)c1ccccc1)c1ccc(C(F)(F)F)cc1 (configuration not stated)	2%
O=C1CN(c2nc3ccccc3n3cnnc23)CC(=O)N1CCc1ccccc1	10%
CCOC(=O)N1CCN(S(=O)(=O)c2ccc(OC)c(Cl)c2)CC1	-3%
COc1cccc(-c2ccc3ncnc(Nc4ccccc4)c3c2)c1	-28%
CS(=O)(=O)N1CCC[C@@]2(CCN(Cc3ccc(C#N)cc3)C2)C1	1%
CC(C)Cn1c(Br)nc2c1c(=O)n(CCC#N)c(=O)n2C	17%
CN1CCN(c2ncncc2-c2ccc(C(=O)N(C)C)cc2)CC1	4%
O=C(O)CSc1c2c(nc3cc(C(=O)N4CCOCC4)ccc13)CCCC2	13%
c1cc(C(c2nnnn2C2CCCC2)N2CCOCC2)ccn1 (configuration not stated)	-1%
CCOC(=O)c1sc(N(Cc2ccccc2)C(=O)CN2C(=O)CN(C)C2=O)nc1C	-5%
CN(Cc1ccco1)c1ncnc2ccc(-c3ccc4c(c3)OCO4)cc12	-4%
CCCc1cc(Nc2cccc(OC)c2)n2ncnc2n1	0%
O=C(CN(Cc1ccccc1)S(=O)(=O)c1ccccc1)NC1CC1	-2%
COc1cc(CNCCO)ccc1OCC(=O)Nc1ccc(Br)cc1	-8%
N#Cc1ccccc1Cn1c(-c2cscn2)nc2ccccc21	-4%
COCCCn1c(SCC(=O)OC2CCCCC2)nnc1-c1ccco1	1%
CCC(=O)Nc1ccc(C(=O)n2ccc(C)n2)cc1	-12%
COc1cc(C)c(Cl)cc1S(=O)(=O)N(C)C	-3%
COC(=O)c1[nH]c(C)c(/C(O)=C2\C(=O)C(=O)N(CCN(C)C)C2c2cc(OC)ccc2OC)c1C (configuration not stated)	0%
NCCNCC1CCNCC1	-1%[5.75 µM]
COc1ccc(CCNC(=O)c2nnn(CC(=O)Nc3ccccc3)c2N)cc1OC	12%
CCn1c(Cc2cccs2)nnc1SCC(=O)Nc1ccc(OC)c(OC)c1	-5%
CC1(C)CCCN(C(=O)c2coc(=O)c(Br)c2)C1	-5%
CC1CN(S(=O)(=O)c2cccc(C(=O)OCC(=O)Nc3ccc4c(c3)OCO4)c2)CC(C)O1 (configuration not stated)	-8%
C/C(CCc1oc2ccccc2c1-c1ccc(C)o1)=N/O	1%
CCOC(=O)Cc1nnn(CC(=O)OCC)n1	9%
N#C/C(C(=O)c1ccccc1)=C1/CCCCCN1	-3%
C/C=C/C=C/C(=O)O	10%
CCCCOCCCNC(=O)C1CCCCC1	-4%
CC(=O)Oc1ccc(NC(=O)C2CCCCC2)c(C(=O)O)c1	-4%
CN1CC[C@@]2(CCCN(C(=O)c3csnn3)C2)C1	-2%
Cc1cc2c(c(=O)n1CC1CCCO1)C(c1ccco1)C(C#N)=C(N)O2 (configuration not stated)	16%
CC(C(=O)N1CCc2ccccc21)N1CCc2ccccc2C1 (configuration not stated)	1%
CCCC=O	7%
CN(C)C(=O)Oc1ccc(-c2nnco2)cc1	9%
Cc1cc2cc(CNC(=O)c3cc4ccccc4o3)ccc2n1C	-2%
Cc1ccc(C(=O)CCNc2ccccc2)o1	-8%

Shown bar-delimited: 20 of the compounds above
Molecule | AmpC inh det
COc1cc(C)c(Cl)cc1S(=O)(=O)N(C)C | -3%
COC(=O)c1[nH]c(C)c(/C(O)=C2\C(=O)C(=O)N(CCN(C)C)C2c2cc(OC)ccc2OC)c1C (configuration not stated) | 0%
NCCNCC1CCNCC1 | -1%[5.75 µM]
COc1ccc(CCNC(=O)c2nnn(CC(=O)Nc3ccccc3)c2N)cc1OC | 12%
CCn1c(Cc2cccs2)nnc1SCC(=O)Nc1ccc(OC)c(OC)c1 | -5%
CC1(C)CCCN(C(=O)c2coc(=O)c(Br)c2)C1 | -5%
CC1CN(S(=O)(=O)c2cccc(C(=O)OCC(=O)Nc3ccc4c(c3)OCO4)c2)CC(C)O1 (configuration not stated) | -8%
C/C(CCc1oc2ccccc2c1-c1ccc(C)o1)=N/O | 1%
CCOC(=O)Cc1nnn(CC(=O)OCC)n1 | 9%
N#C/C(C(=O)c1ccccc1)=C1/CCCCCN1 | -3%
C/C=C/C=C/C(=O)O | 10%
CCCCOCCCNC(=O)C1CCCCC1 | -4%
CC(=O)Oc1ccc(NC(=O)C2CCCCC2)c(C(=O)O)c1 | -4%
CN1CC[C@@]2(CCCN(C(=O)c3csnn3)C2)C1 | -2%
Cc1cc2c(c(=O)n1CC1CCCO1)C(c1ccco1)C(C#N)=C(N)O2 (configuration not stated) | 16%
CC(C(=O)N1CCc2ccccc21)N1CCc2ccccc2C1 (configuration not stated) | 1%
CCCC=O | 7%
CN(C)C(=O)Oc1ccc(-c2nnco2)cc1 | 9%
Cc1cc2cc(CNC(=O)c3cc4ccccc4o3)ccc2n1C | -2%
Cc1ccc(C(=O)CCNc2ccccc2)o1 | -8%

(next part)
SMILES	AmpC inh det
CN(C(=O)C1CCOC1)c1nnc(-c2ccncc2)s1 (configuration not stated)	-3%
N#Cc1cn(CC(=O)NCC2CCCO2)c2ccccc12 (configuration not stated)	0%
Cc1nn(-c2ccccc2)c(CC(C)(C)C(=O)O)c1C(=O)O	4%
COc1cc(C2N(c3ccc(Cl)c(Cl)c3)C(=O)C3CCCN32)cc(OC)c1OC (configuration not stated)	-2%
COc1cc2c(C(=O)N3CCCc4ccccc43)cn(C)c(=O)c2cc1OC	-2%
CCN1CCN(Cc2ccc(C)cc2)CC1	6%
CCOC(=O)c1c(NC(=O)CCC(=O)NCc2ccco2)sc2c1CCCC2	-1%
COc1ccc(S(=O)(=O)N(CC(=O)NCc2ccco2)C2CCCCC2)cc1OC	-2%
OCCN1CCN(c2ncnc3c2sc2nc(N4CCOCC4)c4c(c23)CCC4)CC1	-1%
CCOC(=O)Cn1c(=O)oc2cc(S(=O)(=O)Nc3c(C)cc(C)cc3C)ccc21	12%
O=C(CCN1CCN(CCC(=O)c2ccccc2)CC1)c1ccccc1	-5%
COc1ccc(N(Cc2cc3ccc(C)cc3[nH]c2=O)C(=O)c2ccco2)cc1	-6%
Cc1nc2cc(-c3ccc(F)cc3)nn2c(N2CCOCC2)c1C	-5%
CN(C)S(=O)(=O)Nc1ccccc1C(N)=O	-1%
CN(C)C(=O)[C@@H]1C[C@H]1[C@@H](NC(=O)OCc1ccccc1)c1ccccc1	10%
Cc1ccc(Nc2nc(N)nc(CSc3nnnn3-c3ccccc3)n2)cc1	-8%
COc1ccc2c(c1OC)C(=O)O[C@@H]2[C@H]1c2cc3c(cc2CCN1C)OCO3	-1%
Cn1c(=O)c2c(nc(Sc3n[nH]c(N)n3)n2Cc2ccccc2Cl)n(C)c1=O	9%
O=C(O)[C@H]1O[C@H]1C(=O)O	-3%[5.75 µM]
CC(C)(C)NC(=O)CC(CC(=O)O)c1ccccc1 (configuration not stated)	13%
C=CCSC1=C(C#N)C(c2ccccc2Cl)CC(=O)N1 (configuration not stated)	4%
O=C(NCc1csc(-c2ccccc2)n1)c1ccco1	13%
COCCn1c(N)c(C(=O)Nc2sc3c(c2C(=O)OC)CCCC3)c2nc3ccccc3nc21	-5%
O=c1c(-c2cccs2)nc2cncnc2n1C1CC1	-6%
Cc1noc(C)c1CSc1nnc(-c2ccncc2)n1-c1cccc(Cl)c1C	1%
Cn1ncc(C#N)c1/N=C/N(Cc1ccccc1)Cc1ccccc1	-5%
Cc1cc(=O)n2nc(N3CCCC(C(=O)NCCC4=CCCCC4)C3)sc2n1 (configuration not stated)	-3%
Cc1c(C(=O)O)oc2c1ccc1ccccc12	-1%
O=C(Nc1ccccc1)N1C(=O)C2(OCCO2)c2ccccc21	-4%
O=C(Nc1nnc(C2CC2)s1)c1cccc(S(=O)(=O)N2CCc3ccccc32)c1	-2%
CC(=O)C1=C(C)NC(=O)NC1c1ccccc1 (configuration not stated)	0%
Brc1ccc(CSc2nnc(-c3ccccn3)n2Cc2ccco2)cc1	-4%
CCOc1ccc(N(CC(=O)NCc2ccco2)S(=O)(=O)c2ccc(OC)c(OC)c2)cc1	-9%
COc1ccc(Cl)cc1CSc1n[nH]c(C)n1	-2%
c1ccc(-c2nn3c(-c4ccncc4)nnc3s2)nc1	-5%
O=C(CN1C(=O)c2ccccc2S1(=O)=O)N1CCN(c2cccc(Cl)c2)CC1	-3%
CCOc1ccccc1NC(=O)C1CCCN(S(=O)(=O)c2cccc3cccnc23)C1 (configuration not stated)	6%
COC(=O)CCc1c(C)c(C(=O)c2ccco2)c2ccccn12	11%
CN(C)c1ccc(N=NS(=O)(=O)O)cc1	9%
CCOC(=O)N1CCN(C(=O)C(NS(=O)(=O)c2cccc3nsnc23)c2ccccc2)CC1 (configuration not stated)	-3%
CCCn1c(=O)c2ccccc2n2c(SCC(=O)/C(C#N)=C(\C)N)nnc12	0%
CCN(CC)C(=O)CSc1nc(O)cc(=O)n1-c1ccccc1OC	-4%
COc1ccc(CCNC(=O)c2sc(=S)n(C)c2N)cc1	-1%
COC(=O)c1ccc(CSc2nnc3sc4ccccc4n23)o1	0%
CC(=O)OC(C(=O)NCc1ccco1)c1cccnc1 (configuration not stated)	-2%
CN(C)CCCN1c2ccccc2CCc2ccccc21	-3%[12.8 µM]
COC(=O)c1ccccc1OC(=O)c1ccc(Br)o1	-1%
Cc1cc(CNC(=O)Cc2c(F)cccc2Cl)nn1C	-5%
COC(=O)c1c(C)nc(C)c2c(=O)oc3ccccc3c12	8%
CN(C)C(=O)Cl	10%
CCCNC(=O)NC(=O)CSc1ncc(C(F)(F)F)cc1Cl	-2%
Nc1c(C(=O)NCC2CCCO2)c2nc3ccccc3nc2n1-c1ccccc1 (configuration not stated)	3%
Cc1c([C@@H](C)[C@H]2NC[C@H](C)C[C@@H]2O)ccc2c1C[C@@H]1[C@H]2CC=C2C[C@@H](O)CC[C@@]21C	-2%[5.75 µM]
COc1ccc(NC(=O)c2c(-c3ccccc3)noc2C)c(OC)c1	1%
CCOc1ncccc1C(=O)OCC(=O)N1CCN(S(=O)(=O)c2ccccc2)CC1	-2%
Cn1c(=O)c2c(nc(CN3CCOCC3)n2CCN2CCOCC2)n(C)c1=O	12%
CC(C)CCNC(=O)NC(=O)CN1C(=O)NC2(CCCCC2)C1=O	1%
CCn1c2ccccc2c2cc(NC(=O)CCCN3C(=O)CCC3=O)ccc21	-5%
Cc1cc(C)n(-c2nc3ccccc3nc2Nc2ccc(CC(=O)O)cc2)n1	8%
CCN(CC)c1nc(N)c2c(N)n(-c3ccccc3C)c(=S)c(C#N)c2c1C#N	-4%

Carrying on.
SMILES	AmpC inh det
CC(C)OP(=O)(c1ccc(N(C)C)cc1)C(O)c1ccccc1F (configuration not stated)	-1%
CCOC(=O)CCC(=O)N1CCOCCN(C(=O)CCC(=O)OCC)CCOCC1	0%
CC(=O)N1CCC2(CCCN(Cc3cc(C(F)(F)F)cc(C(F)(F)F)c3)C2)CC1	-2%
Cc1ccc2cc(CN(Cc3ccco3)C(=O)c3ccccc3)c(=O)[nH]c2c1C	-4%
O=C(CC1CCCCC1)NCc1cn2ccsc2n1	-4%
O=C(Nc1ccc(-n2nncc2-c2ccco2)cc1)c1ccc(F)cc1	-2%
CCN(CC)CCOCCOC(=O)C1(c2ccccc2)CCCC1	-4%
CCOC(=O)CNS(=O)(=O)CCN1C(=O)c2ccccc2C1=O	19%
Cn1c(=O)cc(OCC(=O)NCc2ccccn2)c2ccccc21	-3%
CCOC(=O)c1[nH]c(COC(=O)C2CC(=O)N(Cc3ccccc3)C2)c(C(=O)OCC)c1C (configuration not stated)	14%
